Bioassay records as filed in PubChem.
RGS4-Gao reg: human RGS4-Galphao interaction regulation; P09471; Multiplexed bead flow cytometry, RGS4-Galphao binding; actives lie on both sides; binding response (% of control), % at 10 µM; 220,000 compounds, 0.33% hits; in the data active = binding response below about 49% or above about 150%; inactive = in between;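 also: fluorescent Galphao activated with aluminum fluoride binding bead-coupled RGS4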
Bcl-B Bim block: inhibitors of Bim-Bcl-B interaction, human; inhibition, % at 10 µM; 190,000 compounds, 0.073% hits; bead-based flow cytometry, Bim peptide-Bcl-B binding;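 also: 0% = tracer peptide without compound and 100% = reference inhibitor peptide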
Bim-Bcl-XL: disrupts Bim peptide binding to human Bcl-XL; 190,000 compounds, 0.04% hits; Q07817; bead flow cytometry, fluorescence; inhibition, % at 10 µM; AID 1007
Bcl-2 Bim block: disrupts Bim peptide binding to human Bcl-2; P10415; Bead-based flow cytometry, Bim peptide-Bcl-2 binding; inhibition, % at 10 µM; 190,000 compounds, 0.06% hits; AID 950; in the data active = inhibition above about 40%; inconclusive = no clear call, values can overlap the other calls;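 also: 0% = no compound wells with probe peptide and 100% = reference peptide inhibitor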
RGS8-Gao reg: modulates binding of RGS8 to human Galphao. P09471. multiplexed bead flow cytometry; actives lie on both sides. response (percent of control binding), % at 10 µM. 220,000 compounds, 0.34% hits. AID 1423; in the data active = response below about 60% or above about 140%; inactive = in between;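 also: Galphao activated as the GDP aluminium fluoride complex binding bead-coupled RGS8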
ABCB1 block: human ABCB1 inhibition, ABCG2 as counter-screen; P08183; CCRF-Adr cells, JC-1 efflux, flow cytometry; inhibition, % at 6.6 µM; 190,000 compounds, 0.067% hits; in the data active = inhibition above about 40%;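 also: 0% = vehicle and 100% = reference inhibitor; higher value means more JC-1 retained so stronger ABCB1 efflux block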
Target sequence (P08183 whole entry, looked up): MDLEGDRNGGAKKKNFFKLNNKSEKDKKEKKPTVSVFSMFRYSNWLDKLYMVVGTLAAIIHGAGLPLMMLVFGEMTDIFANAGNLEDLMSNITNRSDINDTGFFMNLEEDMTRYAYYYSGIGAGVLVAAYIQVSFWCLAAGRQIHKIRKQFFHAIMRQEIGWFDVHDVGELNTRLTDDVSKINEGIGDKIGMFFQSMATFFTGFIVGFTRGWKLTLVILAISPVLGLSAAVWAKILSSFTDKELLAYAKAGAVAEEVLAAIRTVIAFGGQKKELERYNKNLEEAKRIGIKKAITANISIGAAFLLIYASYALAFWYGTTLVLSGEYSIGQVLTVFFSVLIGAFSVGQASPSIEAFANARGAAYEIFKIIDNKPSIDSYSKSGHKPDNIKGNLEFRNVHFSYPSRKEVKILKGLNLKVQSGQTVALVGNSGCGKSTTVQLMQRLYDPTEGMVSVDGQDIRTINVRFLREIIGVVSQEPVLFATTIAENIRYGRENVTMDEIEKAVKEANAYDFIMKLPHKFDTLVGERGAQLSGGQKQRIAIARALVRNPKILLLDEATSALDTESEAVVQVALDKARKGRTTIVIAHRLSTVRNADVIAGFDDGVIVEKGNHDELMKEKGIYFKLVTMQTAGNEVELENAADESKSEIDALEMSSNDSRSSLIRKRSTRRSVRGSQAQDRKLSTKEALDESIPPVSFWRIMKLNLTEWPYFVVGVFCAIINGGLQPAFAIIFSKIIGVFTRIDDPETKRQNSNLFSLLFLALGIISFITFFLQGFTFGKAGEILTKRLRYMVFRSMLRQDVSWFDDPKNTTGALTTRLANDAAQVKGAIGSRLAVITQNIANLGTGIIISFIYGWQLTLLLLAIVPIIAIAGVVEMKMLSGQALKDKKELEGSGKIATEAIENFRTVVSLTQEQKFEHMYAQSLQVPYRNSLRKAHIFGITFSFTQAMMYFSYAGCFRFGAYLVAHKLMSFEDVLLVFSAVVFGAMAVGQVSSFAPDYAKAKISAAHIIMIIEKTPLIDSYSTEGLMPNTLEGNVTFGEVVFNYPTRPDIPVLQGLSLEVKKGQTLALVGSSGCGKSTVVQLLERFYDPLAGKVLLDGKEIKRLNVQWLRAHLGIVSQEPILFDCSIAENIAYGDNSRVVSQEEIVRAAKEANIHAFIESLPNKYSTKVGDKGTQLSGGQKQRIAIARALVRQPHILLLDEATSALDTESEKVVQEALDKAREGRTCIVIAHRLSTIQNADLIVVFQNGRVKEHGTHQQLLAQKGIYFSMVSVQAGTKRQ
Bfl-1 Bim block: disrupts Bim binding to human Bfl-1. Q16548. Bead-based flow cytometry, Bim-Bfl-1 binding inhibition. inhibition, % at 10 µM. 190,000 compounds, 0.12% hits. AID 1008;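 also: 0% = wells without compound plus tracer and 100% = blocker peptide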
RGS7-Gao reg: human RGS7-Galphao interaction regulation. 220,000 compounds, 0.35% hits. Multiplexed bead flow cytometry, RGS7-Galphao binding; actives lie on both sides. binding response (% of control), % at 10 µM. P09471; in the data active = binding response below about 49% or above about 150%; inconclusive = no clear call, values can overlap the other calls; inactive = in between;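 also: fluorescent Galphao held in activated GDP-AlF4 state binding bead-coupled RGS7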
ABCG2 block: human ABCG2 inhibition, ABCB1 as counter-screen; IgMXP3 cells, JC-1 efflux, flow cytometry; 190,000 compounds, 0.1% hits; AID 1325; inhibition, % at 6.6 µM; Q9UNQ0;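 active = inhibition above 80%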;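 also: 0% = DMSO and 100% = nicardipine control wells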
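System: two drug-resistant human cell lines, ABCG2 and ABCB1; controls: nicardipine high and DMSO low controls; times: 10 min exposure at 25 °C with rotation, no wash; detection: flow cytometry of retained JC-1 fluorescence; read-out basis: percent efflux inhibition, scaled nicardipine 100% to DMSO 0%; doses: one concentration, 6.6 µM final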
Bim-Bcl-W: human Bim-Bcl-W interaction inhibition | Q92843 | bead-based flow cytometry, Bim peptide-Bcl-W binding | inhibition, % at 10 µM | 190,000 compounds, 0.02% hits | AID 952;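 also: 0% = bound tracer without compound and 100% = peptide blocker; higher means less fluorescent Bim peptide bound to Bcl-W beads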
Bim-Mcl-1: human Bim-Mcl-1 interaction inhibition; Bead-based flow cytometry, Bim peptide-Mcl-1 binding; AID 1009; Q07820; 190,000 compounds, 0.1% hits; inhibition, % at 10 µM;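 also: 0% = no compound tracer wells and 100% = peptide blocker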
Numbers without * were called inactive; ? = inconclusive; [ ] = dose if it differs, or a comment. Rule as the data show it, unless noted: active = inhibition above about 40%.

SMILES	RGS4-Gao reg	Bcl-B Bim block	Bim-Bcl-XL	Bcl-2 Bim block	RGS8-Gao reg	ABCB1 block	Bfl-1 Bim block	RGS7-Gao reg	ABCG2 block	Bim-Bcl-W	Bim-Mcl-1
CC(CC(=O)O)CC(=O)Nc1cccc([N+](=O)[O-])c1 (stereo unspecified)	98	-4	-2	-2	97	0.4	-5	98	2	-3	-3
c1ccc(NC2=Nc3ccccc3CS2)cc1	99	-5	-6	-6	100	0.1	-8	100	1	0	2
C#CCOCCOCCOCCNc1nc(N2CCOCC2)nc(N2CCN(C(=O)[C@H](CCCCN)n3cc([C@@H](N)C(C)CC)nn3)CC2)n1 (stereo partly specified)	103	0	-3	-3	103	0.2	0	101	0	0	-4
CCN(Cc1cc2cc(C)ccc2[nH]c1=O)C(=O)c1cccc(OC)c1	99	-1	0	-4	100	0.2	-4	101	0	0	0
CCOC(=O)c1c(-c2cccs2)csc1N	105	-2	2	0	109	0.2	-5	110	3	1	0
Cc1cc(C(=O)N/N=C/c2cccn2C)n[nH]1	98	-9	-5	-10	101	0.0	-17	101	4	-2	-2
O=c1[nH]cnc2c1oc1ccccc12	117	5	-4	0	143*[activator]	0.9	-1	106	2	5	1
OC(CN1C2=NCCN2c2ccccc21)c1ccc2c(c1)OCO2 (stereo unspecified)	105	-10	7	-5	104	0.4	-10	99	1	0	0
CCOc1ccc(N(CC(N)=O)S(=O)(=O)c2ccc(F)cc2)cc1	107	-3	0	-1	105	-0.1	-9	101	0	5	1
Cc1ccc2oc(=O)c3cnn(CC(=O)N4CCCCCC4)c3c2c1	98	0	-4	1	103	0.2	-4	97	0	2	1
CCC(C)(C)NC(=O)CN(Cc1ccccc1Cl)C(=O)CCC(=O)Nc1cc(C)ccn1	103	-7	2	-4	101	1.4	-10	102	1	-2	0
CC(=O)Nc1ccc2nc(-c3ccccc3)cn2c1	92	0	-1	0	93	-0.8	1	99	11	1	0
COc1ccc(C(=O)NC(NC(=O)c2ccc(OC)c(OC)c2)c2ccccc2F)cc1OC	104	-5	-1	-2	106	0.3	0	103	7	-1	-3
CCCC(C(=O)NC(C)(C)C)N(CC1CCCO1)C(=O)c1snc(C(N)=O)c1N (stereo unspecified)	91	-2	3	-5	85	-0.7	-3	93	-1	1	-2
O=C(Cc1ccc2c(c1)OCCO2)N1CCN(S(=O)(=O)c2cccc(Cl)c2Cl)CC1	109	11	21	15	122	8.6	23	140	29	15	13
Nc1c(Nc2ccccc2)c2ccccc2oc1=O	92	4	2	0	94	0.5	6	87	4	1	-4
COc1ccc(Cc2nc(=S)[nH][nH]2)cc1Br	100	-12	-4	-4	85	-0.1	0	120	-1	-4	-1
Cc1c(C)c2ccc(OC3CCCCC3=O)cc2oc1=O (stereo unspecified)	99	-2	-1	-4	89	0.7	-2	96	7	-3	-2
CC(C)(C)NC(=O)C(=O)NN=C1CCCCCCCCCCC1	101	-8	-2	-6	101	0.8	-6	111	5	-4	-1
Cc1ccc(S(=O)(=O)N(C)CC(=O)Nc2nc3ccccc3s2)cc1	103	0	1	2	101	4.3	-2	102	18	0	0
COCCNC(=O)c1ccc(CS(=O)(=O)c2ccccc2)o1	103	-8	-10	-12	103	0.4	-7	105	1	-7	-6
Clc1ccccc1N=C1NN=C(c2cccs2)CS1	101	-3	-4	-3	101	-0.4	-5	100	-1	-3	-1
Cc1ccc(Cl)cc1Nc1nc(-c2sc(NC(=O)c3ccccc3)nc2C)cs1	100	-9	-1	0	97	-0.5	-5	100	-2	4	-2
CC(C)(C)C(=O)/C=C(N)/C=C/c1ccccc1	94	-7	-3	-6	99	0.7	-10	100	6	0	-2
COc1ccccc1NC(=O)COC(=O)Cc1c[nH]c2ccccc12	103	-4	0	0	102	0.9	-5	?	13	0	-1

As entered above.
Reading of OC(CN1C2=NCCN2c2ccccc21)c1ccc2c(c1)OCO2 (stereo unspecified) in Bcl-B Bim block: -10
Reading of Nc1c(Nc2ccccc2)c2ccccc2oc1=O in Bim-Bcl-W: 1

Back to the main list; the 4 compounds before the break are reprinted first.
SMILES	RGS4-Gao reg	Bcl-B Bim block	Bim-Bcl-XL	Bcl-2 Bim block	RGS8-Gao reg	ABCB1 block	Bfl-1 Bim block	RGS7-Gao reg	ABCG2 block	Bim-Bcl-W	Bim-Mcl-1
Clc1ccccc1N=C1NN=C(c2cccs2)CS1	101	-3	-4	-3	101	-0.4	-5	100	-1	-3	-1
Cc1ccc(Cl)cc1Nc1nc(-c2sc(NC(=O)c3ccccc3)nc2C)cs1	100	-9	-1	0	97	-0.5	-5	100	-2	4	-2
CC(C)(C)C(=O)/C=C(N)/C=C/c1ccccc1	94	-7	-3	-6	99	0.7	-10	100	6	0	-2
COc1ccccc1NC(=O)COC(=O)Cc1c[nH]c2ccccc12	103	-4	0	0	102	0.9	-5	?	13	0	-1
COc1ccc(/C(N)=N/OC(=O)CSc2ccc(C)cc2)cc1	103	-2	-3	-2	100	0.2	-1	105	0	-1	-5
COc1cc(C2=NOC(C(=O)N3CCCCCC3)C2)cc(OC)c1OC (stereo unspecified)	101	-11	-14	-16	100	1.7	-9	101	18	-5	-8
S=c1nc(-c2cccc(Cl)c2)[nH][nH]1	101	-21	-10	-7	101	-2.6	0	107	-6	-5	-5
COc1cc([N+](=O)[O-])c(N2CCOCC2)c([N+](=O)[O-])c1OC	102	-3	-6	0	101	1.1	-3	100	8	0	-2
O=c1onc(-c2cccs2)n1Cc1ccccc1	100	-1	-3	-3	100	0.2	-3	103	1	-1	-2
COC(=O)c1c(NC(=O)COC(=O)[C@@H](NS(=O)(=O)c2ccc(C)cc2)C(C)C)sc2c1CCC2	100	-5	-3	-4	102	3.3	-5	105	13	-3	8
CCC(=O)Nc1c(C)ccc2nsnc12	101	-10	-7	-11	104	-0.3	-17	99	2	-2	-2
Nc1ccc(N2CCN(c3ccc(Cl)c(Cl)c3)CC2)cc1	95	0	0	1	97	0.1	5	97	0	-3	-1
Cn1cc(Cl)c(-c2nc3ccccc3[nH]2)n1	101	1	0	-2	96	0.4	-2	96	2	0	0
CNC(=O)CC1C(=O)N(c2ccc(Cl)cc2)C(=S)N1CCc1ccc(OC)c(OC)c1 (stereo unspecified)	105	-4	-4	-2	103	0.0	-4	?	-4	-1	-1
Clc1ccc(C2=Nn3c(nnc3-c3n[nH]c4c3CCC4)SC2)cc1	95	-3	2	2	99	0.9	0	94	2	0	-3
Cc1nc2ncnn2c(C)c1CCC(=O)NCCCN1CCN(c2cccc(Cl)c2)CC1	114	-6	-9	-4	115	0.2	-10	112	1	-1	2
COc1ccc(N2C(=O)CC(C3CCCO3)C2=O)cc1 (stereo unspecified)	97	-2	-3	-6	101	0.0	-7	101	0	-5	-2
COC(=O)c1c(NC(=S)Nc2ccccc2Cl)sc(C)c1C	97	-14	-5	-13	96	0.2	-14	91	1	-2	-3
CCOC(=O)CC1=Nc2ccccc2NC(=O)C1	98	4	0	2	99	-0.1	1	99	-1	0	2
CC1Cc2ccccc2N1C(=O)c1cnsn1 (stereo unspecified)	100	-3	0	-4	102	0.4	-2	98	1	-5	0
[N-]=[N+]=CC(=O)c1ccnc(C(=O)C=[N+]=[N-])c1	103	-9	5	-3	103	0.0	-10	99	1	3	0
CCOC(=O)c1cnc(SCC(=O)Nc2ccc(N3CCOCC3)cc2)nc1N	98	-2	0	-4	100	0.2	-1	102	1	0	0
Cc1ccc(OCC(=O)NNc2c3ccccc3nc3ccccc23)cc1	97	1	0	8	99	2.7	6	95	19	2	1
CCOC(=O)C1CCN(c2c(N3CCCC(C(=O)OCC)C3)c(=O)c2=O)CC1 (stereo unspecified)	105	-6	-4	-7	101	-3.2	-8	104	-4	0	0
C=C(C)Cn1c(CCCNC(=O)CCC)nc2ccccc21	99	-4	-13	-6	99	0.1	-11	99	1	-2	-1
Cc1cccc(NC(=O)C(NS(=O)(=O)c2ccc3c(c2)CCC(=O)N3)c2ccccc2)n1 (stereo unspecified)	103	-10	-8	-8	101	-0.8	-5	112	10	0	0
CCOC(=O)N1CCN(C(=O)CC(=O)Nc2ccc3nc4n(c(=O)c3c2)CCCCC4)CC1	102	5	2	-1	105	0.2	2	101	1	2	4
COc1ccccc1NC(=O)/C=C\C(=O)O	90	-5	-2	-4	75	-0.4	-1	91	-1	-7	-2
COc1ccc(C2CC(C(F)(F)F)n3ncc(C(=O)NCC4CCCO4)c3N2)cc1OC (stereo unspecified)	102	-7	-6	-12	102	0.5	-8	106	5	0	-1

Going on with the list:
SMILES	RGS4-Gao reg	Bcl-B Bim block	Bim-Bcl-XL	Bcl-2 Bim block	RGS8-Gao reg	ABCB1 block	Bfl-1 Bim block	RGS7-Gao reg	ABCG2 block	Bim-Bcl-W	Bim-Mcl-1
Cc1cc(/C=N/n2c(COc3ccccc3C)nc3ccccc3c2=O)c(O)c([N+](=O)[O-])c1	84	4	-12	-1	86	-0.5	-4	79	1	-5	-1
ClC(Br)=C(n1cnc2ccccc21)n1cnc2ccccc21	99	-5	-9	-4	101	-0.1	-12	99	1	0	2
Cc1ccc(N2C(=O)C3C4C=CC(CNC(=S)Nc5cccc(Cl)c5)(O4)C3C2=O)cc1 (stereo unspecified)	101	-6	-4	2	96	1.4	-4	105	13	-2	-2
CC1(C)CC(=O)C=C(NCc2ccc(Cl)c(Cl)c2)C1	100	0	-2	-3	104	0.1	-4	101	0	4	0
CCC(C)NC(=O)C1CCN(C(=O)c2ccccc2)CC1 (stereo unspecified)	100	3	-1	2	100	0.2	1	99	0	2	-5
O=C(N/N=C/c1cccs1)c1cc(-c2cccc3ccccc23)n[nH]1	102	-12	-15	-4	101	-0.3	-10	99	-3	-7	-4
Cc1cc(C)cc(N(C(=O)CNS(=O)(=O)c2ccccc2)C(C(=O)NCc2ccccc2)c2ccc(C)o2)c1 (stereo unspecified)	98	28	0	4	99	7.7	3	98	7	3	-5
CC/C(O)=C1\C(=O)CC(C)(C)CC1=NCCc1nc2ccccc2[nH]1	98	-1	-1	-2	101	0.4	-3	93	14	-1	0
CCCCSc1cc(=O)n(-c2ccccc2)nc1C(=O)OCC	97	-10	-9	-6	102	1.7	-14	97	26	-1	-3
CC(=O)Nc1cccc(N(C(=O)C2COc3ccccc3O2)C(C(=O)NC2CCCCC2)c2cn(C)nc2C)c1 (stereo unspecified)	96	-2	-1	1	96	0.0	-5	98	3	0	-3
Cc1cc([N+](=O)[O-])nn1CCCC(=O)N1CCN(c2ccccc2)CC1	95	0	-3	-3	93	1.2	-6	99	48	-3	-6
COc1ccc([N+](=O)[O-])cc1N(CC(=O)Nc1ccccc1C(=O)N1CCCC1)S(C)(=O)=O	100	-3	-2	0	101	1.5	-6	100	6	-2	-2
CC1=C([N+](=O)[O-])C(c2cccc(Br)c2)C2=C(N1)c1ccccc1C2=O (stereo unspecified)	83	-5	-5	-3	94	0.7	-1	86	2	-2	-1
COc1cc(/C=C/C(=O)OCC(=O)Nc2cc(C(F)(F)F)ccc2N2CCOCC2)ccc1O	100	-5	-1	-4	101	0.5	-14	101	17	0	-3
N#Cc1sc(NCc2ccccc2)nc1Cl	95	-6	-5	-5	94	0.1	-5	96	1	-3	-2
